Screens as filed in PubChem.
ABCG2 block = inhibitors of human ABCG2 transporter, ABCB1 counter-screen | IgMXP3 cells, JC-1 efflux, flow cytometry | inhibition, % at 6.6 µM | actives 0.1% (n = 190,000);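 active = inhibition above 80%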;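 also: 0% = DMSO and 100% = nicardipine control wells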
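System: two drug-resistant human cell lines, ABCG2 and ABCB1; controls: nicardipine high and DMSO low controls; times: 10 min exposure at 25 °C with rotation, no wash; detection: flow cytometry of retained JC-1 fluorescence; read-out basis: percent efflux inhibition, scaled nicardipine 100% to DMSO 0%; doses: one concentration, 6.6 µM final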
ABCB1 inh = human ABCB1 inhibition, ABCG2 as counter-screen; CCRF-Adr cells, JC-1 efflux, flow cytometry; inhibition, % at 6.6 µM; actives 0.067% (n = 190,000); AID 1326; in the data active = inhibition above about 40%;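 also: 0% = vehicle and 100% = reference inhibitor; higher value means more JC-1 retained so stronger ABCB1 efflux block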
RGS7-Gao reg = regulators of human RGS7-Galphao interaction; actives 0.35% (n = 220,000); Multiplexed bead flow cytometry, RGS7-Galphao binding; actives lie on both sides; AID 1439; binding response (% of control), % at 10 µM; P09471; in the data active = binding response below about 49% or above about 150%; inconclusive = no clear call, values can overlap the other calls; inactive = in between;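 also: fluorescent Galphao held in activated GDP-AlF4 state binding bead-coupled RGS7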
Target sequence (P09471 whole entry, looked up): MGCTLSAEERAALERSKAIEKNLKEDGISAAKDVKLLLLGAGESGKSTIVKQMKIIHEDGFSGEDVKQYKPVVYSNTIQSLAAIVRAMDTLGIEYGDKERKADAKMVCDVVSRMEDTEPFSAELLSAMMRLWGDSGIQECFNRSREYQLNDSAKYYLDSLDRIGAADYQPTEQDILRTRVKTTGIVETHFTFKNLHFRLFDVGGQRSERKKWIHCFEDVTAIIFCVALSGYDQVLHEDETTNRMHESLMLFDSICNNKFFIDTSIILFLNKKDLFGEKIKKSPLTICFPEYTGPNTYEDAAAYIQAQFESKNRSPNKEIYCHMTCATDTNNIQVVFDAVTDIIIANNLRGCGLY
Bim-Bcl-B = disrupts Bim peptide binding to human Bcl-B; Q9HD36; bead-based flow cytometry; inhibition, % at 10 µM; actives 0.073% (n = 190,000); AID 951;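 also: 0% = tracer peptide without compound and 100% = reference inhibitor peptide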
Target sequence (Q9HD36 whole entry, looked up): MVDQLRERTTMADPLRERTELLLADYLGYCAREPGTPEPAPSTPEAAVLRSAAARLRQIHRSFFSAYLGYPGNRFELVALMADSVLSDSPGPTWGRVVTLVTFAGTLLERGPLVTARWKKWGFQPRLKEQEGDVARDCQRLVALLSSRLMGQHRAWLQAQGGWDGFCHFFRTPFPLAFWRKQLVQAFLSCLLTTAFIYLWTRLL
Bcl-XL Bim block = disrupts Bim peptide binding to human Bcl-XL; AID 1007; inhibition, % at 10 µM; actives 0.04% (n = 190,000); Q07817; bead flow cytometry, fluorescence
Target sequence (Q07817 whole entry, looked up): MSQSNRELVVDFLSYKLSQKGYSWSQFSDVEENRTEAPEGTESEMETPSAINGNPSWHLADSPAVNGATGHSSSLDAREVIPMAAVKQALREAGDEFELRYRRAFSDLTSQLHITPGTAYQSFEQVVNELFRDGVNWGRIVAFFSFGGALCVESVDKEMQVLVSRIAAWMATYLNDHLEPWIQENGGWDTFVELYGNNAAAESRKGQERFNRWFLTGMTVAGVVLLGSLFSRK
Avidin bead fluor = compound fluoresces at 488/530 nm on avidin beads. compound fluorescence 488/530 nm, flow cytometry; stronger effect = higher value. actives 0.38% (n = 220,000). fluorescence (KMESF) at 10 µM; in the data active = fluorescence above about 47; also: inactives centre near 10
Bcl-2 Bim block = human Bim-Bcl-2 interaction inhibition | P10415 | Bead-based flow cytometry, Bim peptide-Bcl-2 binding | inhibition, % at 10 µM | actives 0.06% (n = 190,000) | AID 950; in the data active = inhibition above about 40%; inconclusive = no clear call, values can overlap the other calls;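 also: 0% = no compound wells with probe peptide and 100% = reference peptide inhibitor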
Target sequence (P10415 whole entry, looked up): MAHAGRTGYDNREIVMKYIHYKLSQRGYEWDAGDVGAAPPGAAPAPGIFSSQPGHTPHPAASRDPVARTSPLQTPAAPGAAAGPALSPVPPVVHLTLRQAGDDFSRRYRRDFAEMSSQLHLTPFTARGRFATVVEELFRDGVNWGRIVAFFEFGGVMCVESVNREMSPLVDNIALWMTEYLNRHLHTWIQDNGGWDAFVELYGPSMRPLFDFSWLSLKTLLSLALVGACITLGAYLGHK
Bim-Bcl-W = disrupts Bim peptide binding to human Bcl-W. actives 0.02% (n = 190,000). inhibition, % at 10 µM. bead-based flow cytometry;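 also: 0% = bound tracer without compound and 100% = peptide blocker; higher means less fluorescent Bim peptide bound to Bcl-W beads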
GSH bead fluor = compound fluoresces at 488/530 nm on GSH beads; GSH beads flow cytometry, compound fluorescence 488/530 nm; stronger effect = higher value; AID 1776; actives 0.25% (n = 190,000); fluorescence (KMESF) at 10 µM; in the data active = fluorescence above about 89;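 also: glutathione beads carrying GST-tagged Bcl family fusion proteins plus one bare bead set; values are compound well signal with DMSO vehicle wells as background; inactives centre near 16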
Bfl-1 Bim block = inhibitors of Bim-Bfl-1 interaction, human. Bead-based flow cytometry, Bim-Bfl-1 binding inhibition. inhibition, % at 10 µM. actives 0.12% (n = 190,000);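 also: 0% = wells without compound plus tracer and 100% = blocker peptide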
RGS4-Gao reg = modulates binding of RGS4 to human Galphao | P09471 | Multiplexed bead flow cytometry; actives lie on both sides | binding response (% of control), % at 10 µM | actives 0.33% (n = 220,000); in the data active = binding response below about 49% or above about 150%; inactive = in between;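 also: fluorescent Galphao activated with aluminum fluoride binding bead-coupled RGS4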
Starred values were filed as active, the others as inactive; u = inconclusive; x = no result given. Rule as the data show it, unless noted: active = inhibition above about 40%. Not a hit list; overall some 1.3% were active at least once.

Compound | ABCG2 block | ABCB1 inh | RGS7-Gao reg | Bim-Bcl-B | Bcl-XL Bim block | Avidin bead fluor | Bcl-2 Bim block | Bim-Bcl-W | GSH bead fluor | Bfl-1 Bim block | RGS4-Gao reg
CC(NCC(O)COCCC12CC3CC(CC(C3)C1)C2)c1ccccc1 (stereo not given) | 0 | 0.0 | 108 | -1 | -1 | 10 | -2 | 1 | 9 | -4 | 101
CCN(CC)S(=O)(=O)c1ccc(-c2nnco2)cc1 | 6 | 0.6 | 106 | -4 | -7 | 41 | -13 | -2 | 19 | -17 | 104
Cc1ccccc1C(=O)c1cccn1CC(=O)NCCN1CCN(c2cccc(C)c2C)CC1 | 1 | 1.2 | 130 | -7 | -22 | 8 | -7 | 0 | 34 | -8 | 132
COc1cccc(C(=O)NCC(=O)OCC(=O)C(C)(C)C)c1 | 2 | 0.3 | 97 | 0 | -4 | 4 | 1 | 0 | 11 | 3 | 96
CC(=O)Nc1ccc(S(=O)(=O)N2CCc3ccccc3C2)cc1 | 7 | 0.9 | 95 | -2 | -2 | 14 | 0 | 0 | 27 | 1 | 97
Cc1cccc(C)c1NC(=O)CN(C)CC(=O)Nc1cc(Cl)ccc1C#N | -8 | 0.3 | 103 | -10 | -11 | 8 | -3 | -6 | 33 | -6 | 105
COCCNC(=O)CN(Cc1ccc2c(c1)OCO2)C(=O)CCC(=O)Nc1nccs1 | 2 | 0.7 | 96 | -8 | 0 | 5 | -6 | 5 | 43 | -9 | 100
O=C(Nc1cccc(C(=O)N2CCOCC2)c1)NC1CCCCC1 | 1 | 0.2 | 103 | -3 | 1 | 35 | 0 | -3 | 16 | 0 | 98
Cc1cc(C)cc(NC(=O)CN2CCCN(S(=O)(=O)c3ccc(Br)s3)CC2)c1 | 5 | 3.4 | 97 | -10 | -8 | 6 | -10 | 1 | 35 | -12 | 102
CC(C)/C=C/C(=O)N1CCC(N2CCC(C(=O)N3CCOCC3)CC2)CC1 | 1 | 1.1 | 101 | -5 | -2 | 1 | -6 | -3 | 14 | -8 | 102
COc1ccc(C(C(N)=O)c2ncc(C(F)(F)F)cc2Cl)cc1 (stereo not given) | 3 | 0.7 | u | 2 | 2 | 9 | 1 | -1 | 12 | 4 | 103
COc1ccc(S(=O)(=O)NCCOc2ccccc2)cc1-n1cnnn1 | 2 | 0.4 | 97 | -2 | 0 | 12 | -3 | -4 | 20 | -7 | 100
COc1ccc(CCN2C(=O)CC(C(C)c3ccccc3)C2=O)cc1OC (stereo not given) | 2 | 1.2 | 111 | -6 | -14 | 29 | -5 | -11 | 10 | -4 | 109
CCNc1ccc2c(Cl)cc(=O)oc2c1 | 5 | 0.6 | 102 | 1 | -1 | 10 | 1 | 1 | 14 | 0 | 105
Cc1cc(CNCc2c(C(=O)N(C)Cc3ccccc3)nc3ccccn23)nn1C | 2 | 1.5 | 96 | -5 | -4 | 2 | -4 | -5 | 10 | -6 | 96
Cc1ccc(/C=N\NC(=O)c2cc(OCC(F)(F)F)ccc2OCC(F)(F)F)cc1 | 2 | 0.3 | 91 | -5 | -9 | 10 | -4 | 0 | 41 | -7 | 90
CCCS(=O)(=O)N1CCN(C(=O)CCC2CCCC2)CC1 | 4 | 1.1 | 100 | -7 | -2 | 10 | -7 | 2 | 14 | -11 | 102
CSc1ccc(CNc2ccc(Cl)cc2)cc1 | 1 | 0.6 | 92 | 0 | -1 | 36 | -3 | 0 | 18 | 0 | 91
CCN(Cc1ccccc1)c1ccc(/C=N/NS(=O)(=O)c2cccc([N+](=O)[O-])c2)cc1 | -3 | -0.3 | 97 | -3 | -2 | 5 | 0 | 0 | 14 | 3 | 99
O=C1NC(=S)N/C1=C/c1ccc(Oc2ccc(C(F)(F)F)cc2[N+](=O)[O-])c(Cl)c1 | 0 | -0.4 | 92 | -14 | -7 | 11 | -2 | -6 | 21 | -11 | 96
COc1ccc(N=c2cc(-c3ccc(O)cc3)oc3ccccc23)cc1 | 11 | 1.9 | 102 | 1 | -2 | 3 | -2 | 0 | 6 | 0 | 106
CCCn1c(NCc2c[nH]c3ccccc23)nc2ccccc21 | 10 | 0.9 | 103 | 0 | -8 | 9 | 0 | -1 | 48 | -1 | 104
O=P(Cc1nnco1)(c1ccccc1)c1ccccc1 | 2 | 0.5 | 98 | 3 | -7 | 5 | 4 | -5 | 5 | 6 | 99
Fc1cccc(-n2c(-c3ccco3)nc3nc4ccccc4nc32)c1 | 2 | 0.5 | 98 | -6 | -7 | 36 | -4 | -3 | 46 | -9 | 97
O=C(O)c1nc(-c2ccccc2)n(-c2ccccc2)n1 | 6 | 0.5 | 101 | 3 | 0 | 6 | 0 | 2 | 15 | 0 | 101
O=C(Cc1ccccc1)NCC(=O)N1CCCCC1 | 4 | 0.7 | u | -2 | -1 | 10 | 0 | 1 | 20 | -3 | 100
C=C(C)CNC(=S)N/N=C/c1c(F)cccc1F | 14 | 1.5 | u | -4 | 0 | 9 | -3 | 0 | 13 | -4 | 101
O=C(Cn1c(C(F)(F)F)nc2ccccc21)Nc1ccccc1C(=O)O | 2 | 0.8 | 91 | -3 | 0 | 10 | -3 | 0 | 14 | -4 | 93
CCOc1cc(NC(=S)NCCCN2CCOCC2)c(OCC)cc1NC(=O)c1ccccc1 | 4 | 2.3 | 104 | -6 | -3 | 5 | -2 | -4 | 19 | -2 | 101
Cc1cc(/C=C2\C(=N)N3C(SCc4ccccc4)=NSC3=NC2=O)c(C)n1Cc1ccccc1 | -1 | -0.8 | 90 | -4 | -12 | 5 | -10 | -1 | 41 | -1 | 87

10 successive records out of the list so far, quoted:
Compound | ABCG2 block | ABCB1 inh | RGS7-Gao reg | Bim-Bcl-B | Bcl-XL Bim block | Avidin bead fluor | Bcl-2 Bim block | Bim-Bcl-W | GSH bead fluor | Bfl-1 Bim block | RGS4-Gao reg
Cc1ccc(/C=N\NC(=O)c2cc(OCC(F)(F)F)ccc2OCC(F)(F)F)cc1 | 2 | 0.3 | 91 | -5 | -9 | 10 | -4 | 0 | 41 | -7 | 90
CCCS(=O)(=O)N1CCN(C(=O)CCC2CCCC2)CC1 | 4 | 1.1 | 100 | -7 | -2 | 10 | -7 | 2 | 14 | -11 | 102
CSc1ccc(CNc2ccc(Cl)cc2)cc1 | 1 | 0.6 | 92 | 0 | -1 | 36 | -3 | 0 | 18 | 0 | 91
CCN(Cc1ccccc1)c1ccc(/C=N/NS(=O)(=O)c2cccc([N+](=O)[O-])c2)cc1 | -3 | -0.3 | 97 | -3 | -2 | 5 | 0 | 0 | 14 | 3 | 99
O=C1NC(=S)N/C1=C/c1ccc(Oc2ccc(C(F)(F)F)cc2[N+](=O)[O-])c(Cl)c1 | 0 | -0.4 | 92 | -14 | -7 | 11 | -2 | -6 | 21 | -11 | 96
COc1ccc(N=c2cc(-c3ccc(O)cc3)oc3ccccc23)cc1 | 11 | 1.9 | 102 | 1 | -2 | 3 | -2 | 0 | 6 | 0 | 106
CCCn1c(NCc2c[nH]c3ccccc23)nc2ccccc21 | 10 | 0.9 | 103 | 0 | -8 | 9 | 0 | -1 | 48 | -1 | 104
O=P(Cc1nnco1)(c1ccccc1)c1ccccc1 | 2 | 0.5 | 98 | 3 | -7 | 5 | 4 | -5 | 5 | 6 | 99
Fc1cccc(-n2c(-c3ccco3)nc3nc4ccccc4nc32)c1 | 2 | 0.5 | 98 | -6 | -7 | 36 | -4 | -3 | 46 | -9 | 97
O=C(O)c1nc(-c2ccccc2)n(-c2ccccc2)n1 | 6 | 0.5 | 101 | 3 | 0 | 6 | 0 | 2 | 15 | 0 | 101

The list continues:
Compound | ABCG2 block | ABCB1 inh | RGS7-Gao reg | Bim-Bcl-B | Bcl-XL Bim block | Avidin bead fluor | Bcl-2 Bim block | Bim-Bcl-W | GSH bead fluor | Bfl-1 Bim block | RGS4-Gao reg
O=C(c1ccncc1)N1CCN(C(=O)c2cccc3ccccc23)CC1 | 1 | 0.2 | 101 | -1 | 0 | 13 | 3 | -1 | 13 | 0 | 115
CC(=O)/C=C\c1cn(-c2ncc(C(F)(F)F)cc2Cl)c2ccccc12 | 9 | 1.1 | 93 | -6 | -13 | 7 | -5 | -4 | 57 | -5 | 95
COC(=O)CSc1nc2ncccc2[nH]1 | 5 | 0.1 | 100 | -5 | -4 | 7 | -6 | 0 | 17 | -12 | 104
CCOC(=O)N1CCN(C(=O)c2ccc3nc4ccsc4c(=O)n3c2)CC1 | -3 | -1.6 | 102 | -7 | -7 | 7 | -10 | 0 | 19 | -11 | 87
CCOC(=O)COc1ccc(/C=C2\NC(=S)N(CC)C2=O)cc1 | -4 | -0.6 | 97 | 0 | 0 | 11 | 0 | 0 | 8 | 0 | 103
Cc1ccc(S(=O)(=O)N/N=C/c2cc([N+](=O)[O-])ccc2O)cc1[N+](=O)[O-] | 2 | 0.6 | 102 | 0 | -4 | 26 | 1 | 1 | 26 | 0 | 100
COc1ccc(C(=O)Nc2nc3ccccc3c(=O)[nH]2)cc1 | 0 | 0.0 | 94 | 0 | -1 | 5 | 2 | 0 | 10 | 4 | 94
Cc1ccccc1-c1nn(-c2ccc(F)cc2F)cc1CNCCCO | 0 | 0.1 | 95 | -8 | -3 | 11 | -4 | -3 | 13 | -6 | 101
CCC[n+]1c(C)sc2c3c(ccc21)CCCC3 | 1 | 0.3 | 98 | -2 | -2 | 10 | 7 | 2 | 16 | 3 | 98
Cc1c2cnn(-c3ccccc3)c(=O)c2c(C)n1CCCC(=O)N1CCN(C)CC1 | 6 | 0.5 | 97 | -5 | -2 | 6 | -2 | -1 | 17 | -10 | 103
CC(C)COC(=O)Nc1nnc(SCCOc2ccccc2)s1 | 3 | 0.0 | 95 | -3 | -5 | 4 | -1 | -4 | 27 | 4 | 95
CCOC(=O)N1CCN(c2c(NCCCN(C)c3ccccc3)c(=O)c2=O)CC1 | -5 | -2.4 | 98 | -3 | -1 | 6 | -8 | 4 | 20 | -6 | 100
Cc1onc(-c2ccccc2Cl)c1C(=O)Oc1cccc2cccnc12 | 5 | 0.5 | 102 | -2 | 1 | 9 | -3 | -1 | 23 | -2 | 101
CC(=O)Nc1ccc(S(=O)(=O)Nc2cccc(N(C)S(C)(=O)=O)c2)cc1 | 0 | 0.0 | 99 | 0 | -2 | 7 | 0 | -3 | 11 | -1 | 99
COCCNC(=O)C(=O)NCC1OCCN1C(=O)c1ccc(Cl)cc1 (stereo not given) | 3 | 0.8 | x | -3 | 0 | x | 0 | -1 | 18 | 0 | x
CC/C(=N/NC(=O)c1ccc(Br)o1)c1ccc(Cl)cc1 | 5 | x | 100 | -9 | -6 | 6 | -2 | -3 | 12 | -4 | 100
Cc1ccc(-c2ccc(CCC(=O)O)n2-c2ccc(O)cc2)cc1 | 1 | 0.2 | 102 | 2 | 1 | 15 | -2 | 1 | 18 | 8 | 96
COc1ccccc1NC(=O)C1=C(C)Nc2nnnn2C1c1ccccc1OC (stereo not given) | 3 | 0.4 | 109 | -3 | 0 | 8 | -3 | 0 | 29 | -8 | 109
